# Screens: PubChem, several laboratories
# ABCB6 inh 2 – ABCB6 transporter inhibitors, primary screen, K562-ABCB6 cells, flow cytometry, MLPCN library; ATP-binding cassette sub-family B member 6 (Homo sapiens), Q9NP58; K562-ABCB6 porphyrin accumulation, 1 h; active compounds read low; fluorescence ratio to DMSO, % at 10 µM; 360,000 compounds, 0.19% hits; AID 602162, 2011;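 active = fluorescence ratio to DMSO below 75%, the collection mean minus 3 SD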;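 note: signal is porphyrin accumulated inside mitochondria; 100% equals median channel fluorescence of DMSO control wells; lower ratio means ABCB6 inhibition with less porphyrin fluorescence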
# TLR9-MyD88 block – inhibitors of TLR9-MyD88 association in cells, primary screen, cell-based, CHO, BLA complementation, fluorescence; CCF4 FRET ratio; Toll-like receptor 9 (Homo sapiens) + Myeloid differentiation primary response protein …; inhibition, % at 4.98 µM; AID 504734, 2011; 340,000 compounds, 0.21% hits;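 active = inhibition above the mean over all tested compounds plus 3 SD, cut at about 21% in these data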;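 note: 0% = DMSO only wells and 100% = clavulanate BLA inhibitor control wells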
# Target sequence (Q99836 whole entry, looked up): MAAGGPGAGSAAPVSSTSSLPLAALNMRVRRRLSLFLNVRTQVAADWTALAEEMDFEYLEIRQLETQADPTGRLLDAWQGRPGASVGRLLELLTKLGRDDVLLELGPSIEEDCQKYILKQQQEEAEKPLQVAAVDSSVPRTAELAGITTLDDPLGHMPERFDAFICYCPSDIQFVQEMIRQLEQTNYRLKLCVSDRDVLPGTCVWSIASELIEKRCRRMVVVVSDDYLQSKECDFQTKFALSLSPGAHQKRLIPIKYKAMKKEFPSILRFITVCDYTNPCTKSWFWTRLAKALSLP
# Target sequence (Q9NR96 whole entry, looked up): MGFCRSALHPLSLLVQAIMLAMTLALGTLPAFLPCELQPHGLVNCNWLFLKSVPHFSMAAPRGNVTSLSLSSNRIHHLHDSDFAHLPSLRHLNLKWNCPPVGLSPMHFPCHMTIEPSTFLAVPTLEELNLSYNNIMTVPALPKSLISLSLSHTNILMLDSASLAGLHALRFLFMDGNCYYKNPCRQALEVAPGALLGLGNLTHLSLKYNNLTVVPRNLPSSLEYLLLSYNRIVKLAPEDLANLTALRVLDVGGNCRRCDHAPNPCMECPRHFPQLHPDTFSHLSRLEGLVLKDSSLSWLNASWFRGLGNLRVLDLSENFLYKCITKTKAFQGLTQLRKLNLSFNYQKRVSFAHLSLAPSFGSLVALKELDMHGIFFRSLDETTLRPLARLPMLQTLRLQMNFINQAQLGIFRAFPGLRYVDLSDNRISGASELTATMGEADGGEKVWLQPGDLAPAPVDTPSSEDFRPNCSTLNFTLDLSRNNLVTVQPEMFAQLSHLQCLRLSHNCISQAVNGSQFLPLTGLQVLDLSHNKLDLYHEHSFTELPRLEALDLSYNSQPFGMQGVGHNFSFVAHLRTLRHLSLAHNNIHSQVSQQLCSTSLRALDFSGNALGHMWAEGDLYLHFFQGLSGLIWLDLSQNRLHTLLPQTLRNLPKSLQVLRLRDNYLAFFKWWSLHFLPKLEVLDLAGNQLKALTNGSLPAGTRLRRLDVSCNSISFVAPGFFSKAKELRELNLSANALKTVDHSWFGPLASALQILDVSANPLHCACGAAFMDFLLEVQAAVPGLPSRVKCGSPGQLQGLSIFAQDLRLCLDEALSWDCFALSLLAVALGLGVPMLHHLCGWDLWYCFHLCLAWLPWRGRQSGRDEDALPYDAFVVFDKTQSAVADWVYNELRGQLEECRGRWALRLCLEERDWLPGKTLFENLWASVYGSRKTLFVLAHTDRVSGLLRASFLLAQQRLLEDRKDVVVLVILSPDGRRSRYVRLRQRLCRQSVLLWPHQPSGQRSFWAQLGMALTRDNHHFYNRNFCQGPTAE
# aDG glyco act – activators of alpha-DG glycosylation, primary screen, uHTS, Pro5-aDG cells, AlphaScreen; alpha-DG glycosylation AlphaScreen (IIH6); 0% Pro5, 100% B10-LARGE cell signal; 360,000 compounds, 0.22% hits; AID 624168, 2012; activation, % at 10 µM;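 active = activation of at least 8% versus controls, or a plate z-score of at least 8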;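 note: Pro5 are CHO cells carrying HIG-tagged alpha-DG that lacks glycosylation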
# NOD2 RIPK2 PPI – NOD2-RIPK2 binding disruptors in cells, primary screen, fluorescence, CHO cells, BLA complementation | inhibition, % at 4.98 µM | 360,000 compounds, 0.38% hits | CCF4 ratio | Receptor-interacting serine/threonine-protein kinase 2 (Homo sapiens), O43353; in the data active = inhibition above about 21%;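 note: 0% = vehicle only and 100% = reference blocker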
# MC4R ag barr – MC4R agonists recruiting beta-arrestin, primary screen, cell-based, luminescence, agonist arm of biased-ligand search | Melanocortin receptor 4 (Homo sapiens), P32245 | U2OS MC4R beta-arrestin complementation; percent of melanotan II response, DMSO zero | activation, % at 8.9 µM | 360,000 compounds, 0.98% hits;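 active = activation above a per-plate cutoff, the mean activation of sample wells on that plate plus 3 SD, cut at about 8% in these data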
# Vif imaging – HIV Vif self-association inhibitors, primary screen, imaging, HEK293T, single point; inhibition, % at 7.49 µM; HEK293T cells, Vif self-association by quenched fluorescence, 24 h; 340,000 compounds, 0.35% hits; in the data active = inhibition above about 50%, passing the limit was not always enough; note: some results filed as inactive read as strong as hits
# MC4R antag cAMP – MC4R antagonists of cAMP signaling, primary screen, cell-based, TR-FRET, antagonist arm of biased-ligand search; MC4R-expressing cells, MTII-stimulated cAMP, LANCE TR-FRET; 360,000 compounds, 0.48% hits; Melanocortin receptor 4 (Homo sapiens), P32245; inhibition, % at 6.5 µM;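 active = inhibition above its plate's cutoff, the mean of tested wells on that plate plus 3 SD, cut at about 29% in these data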;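 note: 0% = Melanotan II alone and 100% = Melanotan II plus saturating MCL0020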
#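 system = U2OS cells with stable human MC4R expression | also added = Melanotan II challenge after compound preincubation | dosing = one concentration, 6.5 µM nominal | incubation = compound 30 min, challenge 1 h, detection 1 h | measured by = TR-FRET with Eu-cAMP and labeled anti-cAMP, 671 nm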
# N-glyco inh – increase of ERlucT glycosylation luciferase signal, primary screen, N-linked glycosylation inhibitor project, D54 ERlucT cells, luminescence, set 2 | D54 ERlucT glycosylation luciferase reporter, 24 h; percent of 100 nM tunicamycin response | reporter increase, % at 12.5 µM | 360,000 compounds, 0.23% hits;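 active = mean luciferase reporter signal, scaled so untreated is 0 and the glycosylation-blocking control 100, at or above a set limit in every replicate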;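 note: luciferase carries N-glycosylation sites so blocking glycosylation raises the light; 0% = median of neutral control wells and 100% = median of 100 nM tunicamycin wells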
# Exocytosis inh – LAMP-1 surface exposure blockers, TALL-104 cells – cell-based, flow cytometry, MLPCN library, primary screen | TALL-104 LAMP-1 surface exposure; cells stimulated with thapsigargin and PMA | inhibition, % at 10 µM | 360,000 compounds, 0.66% hits;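 active = inhibition above about 55%, limit read from the data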
# ABHD5 PLIN5 PPI – ABHD5-PLIN5 interaction inhibitors, primary screen, cell lysate, split luciferase complementation, luminescence | inhibition, % at 4 µM | Split G. princeps luciferase complementation, 4 h | 360,000 compounds, 0.78% hits | Perilipin-5 (Homo sapiens) + 1-acylglycerol-3-phosphate O-acyltransferase ABHD5 (Homo …;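 active = inhibition above the mean inhibition across every tested compound plus 3 SD, cut at about 22% in these data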;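 note: 0% = DMSO only wells and the 100% control is not disclosed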
# Numbers without * were called inactive; . = not tested or not shown. Not all compounds are listed (hit frequency here may not be typical).
SMILES,ABCB6 inh 2,TLR9-MyD88 block,aDG glyco act,NOD2 RIPK2 PPI,MC4R ag barr,Vif imaging,MC4R antag cAMP,N-glyco inh,Exocytosis inh,ABHD5 PLIN5 PPI
C(=N\Nc1nc(Nc2ccccc2)nc(Nc2ccccc2)n1)/c1cccnc1,96,-9,-0.8,5,-1.4,-2,14,-6,1,0
COc1ccc(Br)cc1CN(C)C(C)C(=O)Nc1cccc(C(C)=O)c1 (stereo not given),85,-4,0.6,-1,0.2,-6,5,-10,7,6
O=C(NCc1ccc(-c2nc3ccccc3s2)cc1)c1cc2ccccc2o1,98,-1,0.0,-7,-1.7,-9,-3,-5,0,-1
O=C(CSc1ncn[nH]1)N/N=C/c1ccc(F)cc1,87,-2,0.6,-7,-2.7,-9,1,1,0,-3
Cc1ccc(Sc2nnc(Cc3ccccc3)c3ccccc23)cc1,101,3,0.1,1,-1.4,5,14,5,14,1
CC(O)c1nc(C(C)O)n(CC(=O)c2ccccc2)n1 (stereo not given),99,2,0.2,-7,0.2,-4,11,0,-2,1
CCCCn1c(NCc2cc(C)ccc2O)nc2ccccc21,99,1,0.6,-13,6.0,.,5,-2,-3,5
O=C(NC(=S)Nc1ccc2oc(=O)ccc2c1)c1ccco1,102,-7,0.1,1,-0.6,-4,19,2,-1,-1
CC(=O)c1ccc(NC(=O)C2C3C=CC(O3)C2C(=O)O)cc1 (stereo not given),99,0,0.0,-8,-0.3,-3,-1,-1,1,-2
CCc1cc2c(=O)c(-c3ccc4c(c3)OCCO4)c(C)oc2cc1OS(C)(=O)=O,96,7,0.9,3,-1.0,0,3,1,-2,-1
CCCCC(=O)Nc1c(-c2cccc(OC)c2)c(=O)c2ccccc2n1C,97,-8,0.3,2,-1.5,9,-2,0,2,6
CCN(CC)S(=O)(=O)c1ccc2c(c1)c(=O)c(C(=O)N1CCc3ccccc3C1)cn2C,97,-3,0.1,-5,-2.2,-7,4,1,-4,6
Cc1cc(Cl)cc(Cl)c1OCCOCCN(C)C,98,-11,0.6,1,1.0,-3,13,-5,0,2
COc1ccc(Cc2nc3ccc(C(=O)N(C)CC4COCCO4)cc3o2)cc1 (stereo not given),96,4,-0.1,5,0.0,-5,6,0,-2,7
O=C(COc1ccccc1)NCC(=O)NC1=NCCS1,109,-10,-0.2,-14,-1.3,15,1,2,0,-2
COc1ccc(C2CC3(CC(C)(C)NC(SC)=N3)Oc3cc(O)cc(C)c32)cc1 (stereo not given),99,1,0.7,3,1.4,0,8,-3,-1,9
COc1ccccc1N1CCN(Cc2ccsc2)CC1,98,0,0.0,-12,1.5,5,-1,-4,-1,1
CCOC(=O)CCNCc1ccc(F)cc1,96,-1,0.0,-5,-0.9,-3,2,2,2,-7
COc1cc(OC)c(NC(=O)CN(C)S(=O)(=O)c2ccc3[nH]c(=O)oc3c2)cc1Cl,108,-1,0.0,-2,-0.6,-2,0,2,1,4
Cc1ccccc1-c1nnc(CS(=O)(=O)c2ccccc2)o1,95,-12,-0.2,1,-1.2,28,3,-11,25,9
CC(C)CC(=O)NC(=S)NCc1ccccc1,104,-15,0.2,-1,1.5,8,-2,-1,0,-5
Cn1cc(SCC(=O)Nc2ccc3c(c2)OCO3)c2ccccc21,95,-1,0.1,5,1.6,.,-1,-1,-2,-15
CCCNC(=O)COC(=O)c1ccc(Cl)c(S(=O)(=O)N2CCCC2)c1,117,-1,0.0,-7,-2.8,.,5,1,-1,0
O=C(N/N=C/c1cccc(O)c1)c1cc(-c2ccccc2)nc2ccccc12,90,-5,0.1,0,0.0,4,2,-6,9,-4
Nc1cc(N)nc(SCC(=O)Nc2ccccc2N2CCOCC2)n1,97,2,-0.1,-13,-1.1,-16,8,0,-1,1
CC(=O)Nc1cccc(-c2cn3ccccc3n2)c1,99,4,-0.2,-4,5.0,-1,-2,1,11,10
CCN(C(=O)CN1C(=O)S/C(=C\c2ccc(F)cc2)C1=O)C1CCS(=O)(=O)C1 (stereo not given),106,-13,-0.1,-4,1.5,-8,7,1,-7,23*
Cc1cc(C)c(C(=O)N2CCCC(CNS(=O)(=O)N(C)C)C2)o1 (stereo not given),103,-13,0.2,-13,-3.9,-3,5,2,-2,0
O=C(O)c1ccccc1OC(C(=O)Nc1cc(Cl)cc(Cl)c1)c1ccccc1 (stereo not given),87,-5,0.3,15,9.3*,5,2,29*,-10,0
CCCOc1ccc(/C=N/Nc2cccc([N+](=O)[O-])c2)c(O)c1,92,-4,0.5,1,4.9,-10,2,0,4,-11
Cc1ccc(S(=O)(=O)NCC(=O)N(CC(=O)NC2CCCCC2)CC2CCCO2)cc1 (stereo not given),101,7,-0.2,-8,-1.1,1,6,2,-3,-3
O=C(N/N=C/c1ccccn1)c1cc(C2CC2)[nH]n1,133,-7,-0.1,5,-3.6,45,1,-2,0,7
N#Cc1cccc(NC(=O)C2SC(=Nc3ccccc3)C(C(=O)N3CCOCC3)=C2N)c1 (stereo not given),101,-2,0.0,-2,0.3,-3,22,6,4,-5
O=C(NNC(=O)c1ccc(Cl)cc1Cl)Nc1ccccc1,95,11,0.0,-12,0.1,2,3,1,1,-1
O=c1c2ccccc2sc2nc(C3CCCCC3)n(Cc3ccco3)c(=O)c12,102,4,0.0,5,1.4,-2,13,10,0,26*
Cc1ccc(SCC(=O)OCC(=O)NCCC2=CCCCC2)cc1,98,-4,0.1,-7,-0.6,12,2,-2,1,-1
CC(C)c1nnc(NC(=O)c2cccc(NC(=O)C(F)(F)F)c2)s1,98,-6,-0.3,-2,-2.2,-2,6,-6,0,2
C[C@H](CO)N1C[C@H](C)[C@H](CN(C)Cc2ccc(Oc3ccccc3)cc2)Oc2ccc(NC(=O)Nc3cccc4ccccc34)cc2CC1=O,96,0,0.9,4,-1.0,-2,10,-4,7,10
CO/N=C(\c1nonc1N)N1CCN(c2ccc(Cl)cc2[N+](=O)[O-])CC1,93,-1,0.1,9,-0.8,-15,0,-1,-1,-1
CC(Sc1nnc(-c2ccccc2F)n1C1CC1)C(=O)NC(N)=O (stereo not given),94,7,-0.1,-13,0.0,7,1,1,-4,9
CCOC(=O)c1nnn(-c2nonc2N)c1CN1CCc2ccccc2C1,79,0,0.0,-1,-1.0,-5,-6,0,-1,0
Cc1ccc(CNC(=O)C2CCN(S(=O)(=O)N3CCC(C)CC3)CC2)cc1,94,8,-0.2,11,-1.9,.,2,1,5,-4
CCc1cccc(C)c1NC(=O)c1ccc(CN2CCc3ccccc3C2)cc1,96,-7,0.1,3,3.0,-11,9,-1,-9,4
Cc1c(NC(=O)c2ccc(C(C)(C)C)cc2)cccc1[N+](=O)[O-],105,0,0.2,-2,0.2,-2,1,-1,1,-8
Cc1cc(C)n2c(SCC(=O)N(C)C3CCS(=O)(=O)C3)nnc2n1 (stereo not given),90,11,0.1,1,-0.8,-6,6,2,-2,5
CC(=O)Nc1c(-c2ccccc2)nc2ncccn12,106,4,1.4,1,0.0,4,4,-1,-2,-1
CCN1CCN(c2cc(C)c3cc(NC(=O)c4cncc(Br)c4)ccc3n2)CC1,101,-1,0.5,-7,-0.8,-8,6,-7,9,8
Cc1cccc(-c2nnc(SCC(=O)Nc3cccc(C(=O)N4CCOCC4)c3)n2C)c1,93,2,0.1,-1,-0.3,1,-6,0,2,1
COCCNC(=O)CSc1nc2nn(-c3ccccc3)c(=O)c-2c2n1CCCCC2,97,16,-0.1,-1,0.4,1,7,-2,-3,-3
CCOC(=O)CSc1nnc(-c2ccco2)n1-c1ccccc1,98,2,-0.3,-5,-0.1,.,7,0,3,2
CCCc1cc(C(=O)N2CCCC(C(=O)c3ccc(Cl)cc3)C2)n(C)n1 (stereo not given),101,-16,0.6,-1,3.5,1,18,-2,-15,-11
O=C(CN1C(=O)c2ccccc2S1(=O)=O)NCCSCc1c(F)cccc1Cl,89,3,-0.1,3,-0.2,-2,3,2,-13,-8
COc1cc(/C=C/C(=O)OCC(=O)Nc2ccc(C)cc2[N+](=O)[O-])ccc1O,94,3,-0.1,-1,1.2,2,3,0,2,1
O=C(CCC1N=C2c3ccccc3N=C(SCc3cccc(Cl)c3)N2C1=O)NCc1ccco1 (stereo not given),99,-2,-0.1,-1,-1.0,-4,5,-1,4,4
COc1ccc2[nH]c(C(=O)Nc3cccc(C)n3)cc2c1,96,.,-0.1,5,-1.5,33,10,-12,-10,1
COC(=O)C1=C(C)N(C)C(=S)NC1c1ccccc1 (stereo not given),98,-3,-0.1,-4,-0.8,-3,4,0,-7,1
O=C1C=C(c2cc(Cl)cc(Cl)c2)C[C@@H](c2ccc3c(c2)OCO3)C1,96,8,-0.1,-6,-1.1,-13,0,-4,-9,-6
CC(=O)N1CCC(C(=O)Nc2ccc(S(=O)(=O)N3CCCCC3)cc2)CC1,91,15,-0.3,-6,-2.3,0,-4,2,-4,-3
Cc1noc(C)c1S(=O)(=O)N1CCC(C(N)=O)CC1,97,-7,-0.2,-16,-0.9,1,9,0,-3,-3
COc1cccc(-c2nc(CS(=O)(=O)CC(=O)Nc3ccccc3Cl)c(C)o2)c1,99,-4,0.2,-8,1.1,5,12,-1,-3,-2
O=c1c2ccccc2c(-c2ccc(Cl)cc2)nn1-c1ccccc1,83,2,-0.1,3,2.6,1,6,-4,0,-3
O=C(CCS(=O)(=O)c1ccc(F)cc1)Nc1nnc(-c2ccco2)o1,95,4,1.1,-7,-0.5,-7,-2,-6,3,-4

# Four records drawn at random from the list so far:
SMILES,ABCB6 inh 2,TLR9-MyD88 block,aDG glyco act,NOD2 RIPK2 PPI,MC4R ag barr,Vif imaging,MC4R antag cAMP,N-glyco inh,Exocytosis inh,ABHD5 PLIN5 PPI
O=C(CCC1N=C2c3ccccc3N=C(SCc3cccc(Cl)c3)N2C1=O)NCc1ccco1 (stereo not given),99,-2,-0.1,-1,-1.0,-4,5,-1,4,4
CCCc1cc(C(=O)N2CCCC(C(=O)c3ccc(Cl)cc3)C2)n(C)n1 (stereo not given),101,-16,0.6,-1,3.5,1,18,-2,-15,-11
O=c1c2ccccc2c(-c2ccc(Cl)cc2)nn1-c1ccccc1,83,2,-0.1,3,2.6,1,6,-4,0,-3
Cc1noc(C)c1S(=O)(=O)N1CCC(C(N)=O)CC1,97,-7,-0.2,-16,-0.9,1,9,0,-3,-3
